GRP78 ERSR act: inducers of ER stress response in human glioma cells; U87-MG GRP78 promoter luciferase reporter, 16 h; Potency, µM, for inactives: at the top dose activation, usual class: activators; 0.02% of 420,000 active; active means well fitted activation curve with a large enough effect; inconclusive means small, poorly fitted or top-dose-only effect; inactive means no such curve, though single readings can be large or run the other way; further: series mostly up to about 76 µM; % of control where 0% means no effect; nearly all actives have a fitted effect of over 35% in size
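Stably transfected U87-MG glioma cells carrying a GRP78-based luciferase sensor; 16 h compound incubation. Luminescence end-point read 10 min after Bright-Glo addition at room temperature.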
Active calls of the source: *; ? = inconclusive; & = joins results of further samples. Potency means the concentration at half of the fitted maximal effect. A portion of the library; the hit share may differ from the screen's.

smiles	GRP78 ERSR act
CCCSc1cc(OC)c(CCN)cc1OC	-6%
CCCCC(C#N)(Cn1cncn1)c1ccc(Cl)cc1 (stereo unspecified)	-6%
CCCC(C)C1(CC)C(=O)NC(=O)NC1=O (stereo unspecified)	-1%
CC(C)[C@@]1(NC(=O)[C@@H]2C[C@H]3c4cccc5[nH]cc(c45)C[C@@H]3N(C)C2)O[C@@]2(O)[C@H]3CCCN3C(=O)[C@H](Cc3ccccc3)N2C1=O	-2%&9%
CCNN	-9%
NNc1ccccc1	-7%&-3%
CCOC(=O)CC(SP(=S)(OC)OC)C(=O)OCC (stereo unspecified)	-1%&4%
CCCCCOc1c(OC)ccc2cc(C(=O)NCc3ccc4c(c3)OCO4)c(=O)[nH]c12	13%
C/C=C1/C[C@@H](C)[C@](O)(CO)C(=O)OCC2=CCN3CC[C@@H](OC1=O)C23 (stereo partly specified)	-3%&-4%
C=C1C(O)C2OC3(CCC(/C=C/C(C)C4CC(C)=CC5(OC(CC(C)(O)C(=O)O)CCC5O)O4)O3)CCC2OC1C(O)CC(C)C1OC2(CCCCO2)CCC1C (stereo unspecified)	-3%
S=C=S	-3%
CCNc1nc(Cl)nc(NCC)n1	-2%
CC(C)[C@@]1(NC(=O)[C@@H]2C[C@H]3c4cccc5[nH]cc(c45)C[C@@H]3N(C)C2)O[C@]2(O)[C@H]3CCCN3C(=O)[C@H](Cc3ccccc3)N2C1=O	-4%
C[C@@H](Cc1ccccc1)NCCC(c1ccccc1)c1ccccc1	-6%
CCCCCCC(=O)O[C@H]1CC[C@H]2[C@@H]3CCC4CC(=O)C=C(C)[C@]4(C)[C@H]3CC[C@]12C (stereo partly specified)	-3%
N#CC1(N2CCCCC2)CCCCC1	-5%
CN1CC[C@@H]2CN3CCc4cccc(c43)[C@H]2C1	-4%
CN1CCC(O)(c2ccc(F)cc2)C(C(=O)c2ccc(F)cc2)C1 (stereo unspecified)	-12%
C[C@H](CCC(=O)O)C[C@H](C)C[C@H](C)C(=O)/C=C(\O)[C@H](C)C[C@H](C)C/C=C/[C@@H](C)[C@@H](O)[C@@H](C)[C@@H](O)C[C@@H]1CC[C@@](C)(C2CC[C@@](C)([C@@H](C)O)O2)O1 (stereo partly specified)	1%
CCOP(=O)(OCC)O/C(=C/Cl)c1ccc(Cl)cc1Cl	-4%
C[C@]1(C(=O)O)CCC[C@]2(C)c3cc(O)ccc3CC[C@@H]12	-5%
c1cncc(C2CCCN2)c1 (stereo unspecified)	-4%
CCCCCCC(=O)CCCCCC/C=C/C[C@@H](O)[C@H](O)[C@@](N)(CO)C(=O)O	-2%&-5%&-4%
O=[N+]([O-])c1ccc(-c2[se]c3ccccc3c2I)cc1	-1%
Oc1ccc2c3c1OC1C(O)C=CC4[C@@H](C2)NCC[C@]314 (stereo partly specified)	-1%

The results go on.
smiles	GRP78 ERSR act
NC(CP(=O)(O)O)C(=O)O (stereo unspecified)	-1%&-3%
Cc1o[nH]c(=O)c1C[C@H](N)C(=O)O	-1%&-2%&-2%&-4%
C#CCN(C)[C@@H](C)Cc1ccccc1	-5%
CO[C@@H](C)[C@](O)(C(=O)OCC1=CCN2CC[C@@H](O)[C@H]12)C(C)C	-3%
CC[C@H](C)[C@H](NC(=O)CN)C(=O)N[C@@H](CC(C)C)C(=O)NCC(=O)N[C@@H](Cc1ccccc1)C(=O)N[C@H](C(=O)N[C@@H](Cc1ccccc1)C(=O)N[C@H](C(=O)N[C@@H](CC(C)C)C(=O)O)[C@@H](C)O)C(C)C	0%
C=C(C)[C@H]1CN[C@H](C(=O)O)[C@@H]1CC(=O)O	-3%
COC(=O)N1CCC2(CCCN(C)C2)CC1	-4%
CCc1cc2c(nc1CC)CCN(CC/C(C)=N/OC)C2	-5%
C=CCN1CCC2(C)c3cc(O)ccc3CC1[C@@H]2C (stereo partly specified)	-3%
CO[C@@H]1C[C@@H](C[C@H]2CC[C@H](C)[C@@H]([C@@H](C)C(=O)O)O2)O[C@]2(O[C@](C)([C@H]3CC[C@@](C)(C4OC([C@H]5O[C@@](O)(CO)[C@H](C)C[C@@H]5C)C[C@@H]4C)O3)C[C@H]2C)[C@@H]1C (stereo partly specified)	-4%
CC[C@]1(O)C(=O)OCc2c1cc1n(c2=O)Cc2cc3ccccc3nc2-1	2%
C=C(C)[C@H]1O[C@H]2CC[C@@]3(C)[C@@](O)(CC[C@H]4[C@@H]5OC(C)(C)[C@H]6C[C@@H]7C(=C)Cc8c(Cl)cc9[nH]c(c5c9c8[C@@]76O)[C@@]43C)[C@]23O[C@@H]3[C@H]1O	?
COc1nn(CSP(=S)(OC)OC)c(=O)s1	-5%
O=C(O)CNCP(=O)(O)O	-4%
CCCCCCCCc1[se]c2ccccc2c1I	-5%
CCOP(=S)(OCC)O/N=C(\C#N)c1ccccc1Cl	-11%
N#C/C(=C\c1ccc(O)c(O)c1)C(=O)NCCCNC(=O)/C(C#N)=C/c1ccc(O)c(O)c1	37µM*
CO[C@H]1[C@@H](O)CC(OC2[C@@H](O)CC(OC3[C@@H](O)C[C@H](OC4CC[C@@]5(C)C(CCC6C5CC(O)[C@]5(C)[C@H](C7=CC(=O)OC7)CCC65O)C4)O[C@@H]3C)O[C@@H]2C)O[C@@H]1C (stereo partly specified)	-6%
CNCC/C=C\c1cccnc1	-4%
Cc1nc(N)sc1CCN	-2%&-2%
CCCN1CCc2cccc3c2C1Cc1ccc(O)c(O)c1-3 (stereo unspecified)	-8%
CN(C(=O)COc1nc2ccccc2s1)c1ccccc1	0%
O=c1cccc2n1CC1CC2CN(CCO)C1 (stereo unspecified)	-2%
COc1ccc(C(=O)c2c(C)n(CCN3CCOCC3)c3cc(I)ccc23)cc1	-4%
C[C@@H]1C(=O)O[C@H]2C[C@@]34[C@H]5C[C@@H](C(C)(C)C)[C@]36[C@H](OC(=O)[C@H]6O)O[C@]4(C(=O)O5)[C@]21O	-7%

(further entries)
smiles	GRP78 ERSR act
CC1(C)N([O-])[N+](=O)C1(C)Br (stereo unspecified)	-3%
COc1cc(CCN)cc(OC)c1OC	-3%
CC(=O)CC(c1ccccc1)c1c(O)c2cc(O)ccc2oc1=O (stereo unspecified)	-3%
CC(=O)O[C@H]1CC[C@@]2(C)C(=CC[C@@H]3[C@H]2CC[C@]2(C)C(=O)CC[C@H]32)C1	-5%
COCC(=O)N(c1c(C)cccc1C)C(C)C(=O)OC (stereo unspecified)	-2%
CN1CCCC2(CCN(C(=O)c3csnn3)CC2)C1	-4%
CC1=CC(=O)C2=C(C)C[C@@H](O)[C@@H]3[C@@H](OC(=O)[C@H]3C)[C@H]12	-1%
CCCCC/C=C\C/C=C\C/C=C\CCCCCCC(=O)NCCO	-2%
CN1[C@@H]2CC[C@H]1CC(OC(=O)c1cc(Cl)cc(Cl)c1)C2 (stereo partly specified)	-4%
CCCCC/C=C\C/C=C\C/C=C\C/C=C\CCCC(=O)NCCCl	6%
C[C@@]12C=CC(=O)C=C1CCC1C2CC[C@]2(C)C(=O)CCC12 (stereo partly specified)	-1%
CN1Cc2ccccc2[C@@H]2c3cccc4[nH]cc(c34)C[C@H]21	1%&14%
CCOP(=S)(OCC)Oc1ccc(Cl)cc1Cl	-1%
CCS(=O)CCSP(=O)(OC)OC (stereo unspecified)	-4%
c1cc2c(cc1[C@H]1OC[C@@H]3[C@H]1CO[C@H]3c1ccc3c(c1)OCO3)OCO2	-3%
O=P(O)(O)CCCl	3%
C[C@@H]1C(=O)O[C@@H]2C[C@]34[C@H]5C[C@@H](C(C)(C)C)[C@@]36[C@@H](OC(=O)[C@@H]6O)O[C@@]4(C(=O)O5)[C@@]12O	-2%
CCCCCc1cc(O)c2c(c1)OC(C)(C)C1CC=C(C)CC21 (stereo unspecified)	-6%
CCCCNCC(O)c1ccc(O)cc1 (stereo unspecified)	-5%
C[C@@H]1C[C@H](C)C[C@H](C)[C@@H](O)CC(=O)O[C@H]([C@H]2CCC[C@H]2C(=O)O)C/C=C/C=C(/C#N)[C@H](O)[C@@H](C)C1	-2%
CC(C)(C)NC[C@H](O)c1ccc(O)cc1Cl	-3%
CC1OC(C)OC(C)O1 (stereo unspecified)	-1%&-4%
N#C/C(=C\c1ccc(O)c(O)c1)C(N)=S	-5%&-5%&9%
CC(=O)OCOCC(=O)OCO[P+](=O)C(OCOC(C)=O)c1cc([N+](=O)[O-])ccc1Oc1ccc(Br)cc1 (stereo unspecified)	-1%
CCCCC/C=C\C/C=C\C/C=C\C/C=C\CCCC(=O)OCCN	4%&-4%

2 entries picked at random from the list so far, as already listed:
smiles	GRP78 ERSR act
CC1(C)N([O-])[N+](=O)C1(C)Br (stereo unspecified)	-3%
CCS(=O)CCSP(=O)(OC)OC (stereo unspecified)	-4%

More records.
smiles	GRP78 ERSR act
NC(=O)CI	-1%
O[C@H]1CCCC[C@H]1N1CCC(c2ccccc2)CC1	-3%&-3%
C=C(C)[C@H]1C2C(=O)O[C@H]1[C@H]1OC(=O)[C@@]34O[C@@H]3C[C@]2(O)[C@@]14C	-3%&-2%
CC1CC[C@@]2(NC1)O[C@@H]1C[C@H]3C4CC=C5C[C@@H](O)CC[C@]5(C)C4CC[C@]3(C)[C@H]1[C@@H]2C (stereo partly specified)	-3%
Nc1ncnc2c1ncn2[C@@H]1O[C@@H]2CO[P@](=O)(S)O[C@H]2[C@H]1O	-7%
CSCC[C@H](NC(=O)[C@H](CC(C)C)NC(=O)[C@@H](Cc1cnc[nH]1)NC(=O)[C@H](Cc1ccccc1)NC(=O)[C@@H](Cc1ccccc1)NC(=O)[C@@H](N)Cc1ccc(O)cc1)C(N)=O	-1%
CCCCC/C=C\C/C=C\C/C=C\C/C=C\CCCC(=O)NCCCC(=O)O	-1%
CC(=O)O[C@H]1[C@H]2[C@@H](OC(=O)Cc3ccccc3)[C@@H](C)C[C@]2(OC(C)=O)C(=O)/C(C)=C/[C@@H]2[C@H](CC[C@@]13CO3)C2(C)C	-4%
CC(C)(N)Cc1ccc(Cl)cc1	-2%
O=C1CCc2cccc3c2N1CC3	6%
c1cc2ccc3cccc4ccc(c1)c2c34	4%
O=C(O)/C=C\CO	-3%
CCCC(=O)OC(C(Cl)(Cl)Cl)P(=O)(OC)OC (stereo unspecified)	-3%
CC(=O)c1c(O)c(C)c(O)c(Cc2c(O)c3c(c(C(=O)/C=C\c4ccccc4)c2O)OC(C)(C)C=C3)c1O	-4%
C=CCc1ccc2c(c1)OCO2	-6%
COc1ccc2[nH]cc(C3=CCNCC3)c2c1	-1%&-3%
O=C(Oc1ccccc1)N1CCC2(CC1)CN(Cc1ccncc1)C2	-2%
Ic1cncc(OC[C@@H]2CCN2)c1	-4%
O=[N+]([O-])c1c(Cl)c(Cl)cc(Cl)c1Cl	-4%
O=C(Cc1ccc(Cl)c(Cl)c1)N1CCCC[C@H]1CN1CCCC1	-4%
CN1C(=O)CCS(=O)(=O)[C@@H]1c1ccc(Cl)cc1	1%
CC(=O)C1CCC2C3CCC4CC(O)CCC4(C)C3CC(O)C12C (stereo unspecified)	-3%
COc1ccc(-n2nc(C(F)(F)F)cc2-c2ccc(Cl)cc2)cc1	-7%
CC12CCC3C(CCC4=C(O)C(=O)CCC43C)C1CCC2=O (stereo unspecified)	-3%
COc1ccccc1CN1CCCC2(CCN(C(=O)Oc3ccccc3)CC2)C1	-3%

Some of these compounds in order of number of heavy atoms, lowest first:
smiles	GRP78 ERSR act
C=CCc1ccc2c(c1)OCO2	-6%
Ic1cncc(OC[C@@H]2CCN2)c1	-4%
CC(=O)C1CCC2C3CCC4CC(O)CCC4(C)C3CC(O)C12C (stereo unspecified)	-3%

The listing continues.
smiles	GRP78 ERSR act
CNc1ccc(C(=O)CC(O)CCC(C)C2OC(=O)CC(O)CC(=O)CC(O)CC(O)CC(O)CC(O)CC3(O)CC(O)C(C(=O)OC)C(CC(O[C@@H]4OC(C)C(O)C(N)C4O)/C=C/C=C/C=C/C=C/C=C/C=C/C=C/C2C)O3)cc1 (stereo partly specified)	-5%
CN(CCc1ccc(Cl)c(Cl)c1)[C@H]1CCCC[C@H]1N1CCCC1	-2%
CC(C)c1c(CN(C)[C@@H](C)Cc2ccccc2)n(C)n(-c2ccccc2)c1=O	-3%
O=C(N[C@H]1N=C(c2ccccc2F)c2cccc3c2N(CC3)C1=O)c1cc2ccccc2[nH]1	-5%
C=C1[C@@H]2C[C@]3(C(CC2=O)[C@]24C5C[C@H]3[C@H]2N(CC)C[C@]5(C)CC[C@@H]4O)[C@@H]1O (stereo partly specified)	-2%
Oc1ccc2c3c1O[C@H]1c4c(c5ccccc5n4Cc4ccccc4)C[C@]4(O)[C@H](C2)N(CC2CC2)CC[C@@]314	-9%
C[C@@H](Cc1cccc(C(F)(F)F)c1)NCCCc1ccccc1	-3%
[O]=[Cd]	-4%
CN1CCc2nc(CO)c(CO)cc2C1	-5%
O=c1c(O)c(-c2ccc(O)c(O)c2)oc2c(O)c(O)cc(O)c12	-4%
Cc1cc(I)ccc1Nc1c(C(=O)NOCC2CC2)cc(F)c(F)c1F	?
C=CC[C@]1(O)CCC2C3CCC4=CCCCC4C3CCC21C (stereo partly specified)	2%
CC(=O)[O][Sn]([c]1ccccc1)([c]1ccccc1)[c]1ccccc1	-12%

Source: PubChem (National Center for Advancing Translational Sciences (NCATS))
